Source: PubChem (several laboratories)
STAT1 activator – STAT1 signaling activators, primary screen, cell-based, HTS, luciferase reporter | activation (% of control), % at 5.5 µM | NIH 3T3 STAT1-luciferase reporter, IFN-gamma, luminescence; 100% = IFN-gamma alone, no compound | actives 2.6% (n = 200,000);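 active means activation above the screen-wide mean activation plus 3 SD, cut at about 130% in these data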;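 further: raw ratio to IFN-gamma control signal so 100% means no change and 0% no light; values of inactives mirror those of a sister screen read the other way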
STAT1 blocker – STAT1 signaling inhibitors, primary screen, cell-based, HTS, luciferase reporter | NIH 3T3 STAT1-luciferase reporter, IFN-gamma, luminescence | inhibition, % at 5.5 µM | actives 0.35% (n = 200,000) | AID 920, 2007;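 active means inhibition above a set limit, the mean inhibition across all tested compounds plus 3 SD, cut at about 34% in these data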;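 further: 0% = IFN-gamma with DMSO and 100% = IFN-gamma with 300 µM nifuroxazide; values of inactives mirror those of a sister screen read the other way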
APP transl inh – inhibitors of APP translation via 5'UTR reporter, primary screen, APP 5'UTR luciferase, SH-SY5Y cells | AID 1285, 2008 | SH-SY5Y APP 5'UTR-luciferase reporter, luminescence | actives 0.82% (n = 190,000) | inhibition, % at 2 µM;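 active means inhibition above a set limit, derived from the sample mean plus 3 SD, cut at about 45% in these data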; further: values of inactives mirror those of a sister screen read the other way
FLuc act counter – FLuc activators, initial screening, artefact control for FLuc-dependent activation tests, biochemical, ATPlite luminescence; Luciferin 4-monooxygenase (Photinus pyralis), P08659; ATPlite luciferase biochemical, 10 min; 0 = ATP-free wells, 1 = DMSO control; activation factor at 10 µM; 200,000 tested, under 10 active;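 active means luciferase activation factor, scaled between plate controls, of at least 2 with compound at 10 µM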
Target sequence (P08659 whole entry, looked up): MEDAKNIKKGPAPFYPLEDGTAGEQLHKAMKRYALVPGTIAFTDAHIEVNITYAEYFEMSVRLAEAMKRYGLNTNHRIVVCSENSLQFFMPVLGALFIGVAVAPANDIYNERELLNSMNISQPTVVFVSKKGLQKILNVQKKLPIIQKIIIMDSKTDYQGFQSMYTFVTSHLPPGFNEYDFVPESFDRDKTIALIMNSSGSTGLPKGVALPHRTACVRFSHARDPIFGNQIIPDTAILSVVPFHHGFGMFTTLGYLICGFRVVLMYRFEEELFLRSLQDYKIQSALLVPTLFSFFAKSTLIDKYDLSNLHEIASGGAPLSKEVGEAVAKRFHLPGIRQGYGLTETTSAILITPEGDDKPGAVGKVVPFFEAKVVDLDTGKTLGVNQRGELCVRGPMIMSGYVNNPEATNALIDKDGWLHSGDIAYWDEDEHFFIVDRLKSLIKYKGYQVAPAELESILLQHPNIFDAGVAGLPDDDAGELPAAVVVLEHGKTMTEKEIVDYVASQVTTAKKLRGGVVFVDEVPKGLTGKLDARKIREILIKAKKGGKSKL
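System: luciferase plus luciferin reagent, cell-free; medium: PBS as buffer for the ATP substrate; dosing: test compounds dosed from 2 mM stocks in 100% DMSO; timing: 10 min post-reagent at room temperature; measured by: luminescence measurement of luciferase light output; evaluation: luciferase activation, seen as luminescence increase over controls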
STAT3 act – IL-6 driven STAT3 reporter potentiators, primary screen, U3A cells, luciferase, luminescence, MLSCN library; activation (% of control), % at 5.6 µM; IL-6 STAT3-luciferase reporter; 100% = signal with IL-6 EC80 alone; actives 0.91% (n = 190,000);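 active means activation above the screen-wide mean of compound activation plus 3 SD, cut at about 130% in these data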;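 further: 0% = background luminescence of wells with medium and substrate only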
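Test system: Human STAT1-deficient U3A cells with stable STAT3-luciferase reporter | Also added: Interleukin-6, 33 ng/mL | Timing: Compound pre-incubation 1 h before IL-6, then 6 h stimulation at 37 °C | Technique: Luciferase reporter luminescence | Read-out: Percent of IL-6-only median luminescence | Benchmarks: IL-6-only wells as 100% reference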
NF-kB expr up – activators of NF-kB expression in neurons, primary screen, cell-based, HTS; human neuronal cells, NF-kB reporter expression; hits give high values; fold change at 12.5 µM; actives 1.6% (n = 190,000); AID 1239, 2008; in the data active means fold change above about 3.3
APP 5'UTR act – activators of APP 5'UTR luciferase reporter, primary screen, SH-SY5Y cells; actives 1% (n = 190,000); AID 1276, 2008; SH-SY5Y APP 5'UTR luciferase reporter, luminescence; zero percent = DMSO vehicle wells; activation, % at 2 µM;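 active means activation above a set limit, based on mean plus 3 SD of controls, cut at about 140% in these data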; further: values of inactives mirror those of a sister screen read the other way
ROMK mod – ROMK potassium channel modulators, primary screen, cell-based, thallium flux, MLSMR library. actives 2% (n = 130,000). ATP-sensitive inward rectifier potassium channel 1 (Homo sapiens), P48048. Tet-inducible ROMK, thallium flux fluorescence; actives lie on both sides. AID 1918, 2009. B-score at 10 µM;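 active means signal ratio slope over the read window, or its plate-corrected B-score, at least 3 SD from the plate mean, either direction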;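 further: B-score of the F/F0 ratio slope over 7 to 12 s after thallium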
Target sequence (P48048 whole entry, looked up): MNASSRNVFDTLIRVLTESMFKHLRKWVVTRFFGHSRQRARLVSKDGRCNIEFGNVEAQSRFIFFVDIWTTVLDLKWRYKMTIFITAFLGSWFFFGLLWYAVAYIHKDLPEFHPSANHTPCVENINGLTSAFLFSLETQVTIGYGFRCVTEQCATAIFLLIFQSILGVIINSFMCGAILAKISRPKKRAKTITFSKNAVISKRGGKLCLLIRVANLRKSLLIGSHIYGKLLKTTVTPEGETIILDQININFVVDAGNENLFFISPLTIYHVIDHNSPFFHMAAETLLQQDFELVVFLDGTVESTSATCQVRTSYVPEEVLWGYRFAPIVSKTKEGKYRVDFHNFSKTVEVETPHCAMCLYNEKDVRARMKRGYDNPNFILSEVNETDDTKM
STAT3 blocker – IL-6 driven STAT3 reporter inhibitors, primary screen, U3A cells, luciferase, luminescence, MLSCN library. AID 862, 2007. actives 0.89% (n = 190,000). inhibition, % at 5.5 µM. IL-6 STAT3-luciferase reporter; host cell line lacks STAT1;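 active means inhibition above the mean inhibition across all screened compounds plus 3 SD, cut at about 44% in these data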;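 further: 0% = DMSO only wells and 100% = 100 µM nifuroxazide control wells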
FLuc inhib CS – firefly luciferase enzyme inhibitors, primary screen, artefact control for luciferase-based inhibitor screens, biochemical, luminescence, ATPLite. AID 1006, 2008. 10 min. actives 1.5% (n = 200,000). inhibition, % at 10 µM. Luciferin 4-monooxygenase (Photinus pyralis), P08659;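 active means inhibition above about 50% when tested at 10 µM, limit read from the data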
Starred values were filed as active, the others as inactive; x = not tested or not shown.

Results follow in this order: STAT1 activator, STAT1 blocker, APP transl inh, FLuc act counter, STAT3 act, NF-kB expr up, APP 5'UTR act, ROMK mod, STAT3 blocker, FLuc inhib CS
CC(C(=O)N1CCc2ccccc21)N1CCN(c2ccccn2)CC1 (stereo unspecified)
  104, -4, 4, 1, 96, 1, -4, 0.11, 3, -1
CN1CCN(Cc2nc(N)nc(Nc3ccc4c(c3)OCCO4)n2)CC1
  119, -21, -43, 0.9, 116, 0.85, 43, -0.083, -15, 8
CCOC(=O)c1oc2ccccc2c1NC(=O)CN1CCN(C)CC1
  102, -2, 2, 1.1, 96, 0.65, -2, x, 8, -7
COc1cccc(-c2ccc(C#N)c(=O)[nH]2)c1
  96, 4, -7, 1, 80, 1.3, 7, 0.22, 32, -3
O=C(Nc1sc2c(c1CN1CCOCC1)CCC2)c1ccc(F)cc1
  102, -3, -6, 1.1, 97, 1.2, 6, -0.57, 8, -6
COc1ccccc1-c1nnc(SCC(=O)N2CCOCC2)n1-c1ccccc1
  97, 3, -11, 1, 109, 1, 11, x, -7, -2
O=C(COc1ncnc2ccccc12)Nc1ccccc1[N+](=O)[O-]
  98, 2, -2, 1, 123, 1.5, 2, -0.12, -27, 2
O=C(Nc1ccc2nc(-c3cccs3)c(-c3cccs3)nc2c1)NC1CC1
  103, -3, -1, 1, 81, 0.89, 1, -0.43, 27, -3
c1coc(CNC2CCCCCCC2)c1
  99, 1, 0, 1.1, 100, 1.2, 0, x, 10, -8
COc1ccc(-c2cc(C(F)(F)F)c3c(=O)n(-c4ccccc4)[nH]c3n2)cc1
  106, -6, -12, 1.1, 102, 1.2, 12, x, 2, -9
CCOC(=O)N1CCN(C(=O)c2ccc(NC(=O)c3ccc(C)cc3)cc2)CC1
  37, 68*, 10, 1, 93, 0.8, -10, x, 9, -4
c1ccc(-c2nnc(OCCN3CCOCC3)c3ccccc23)cc1
  98, 2, -10, 1, 101, 1.6, 10, -0.18, -3, -2
CCOc1ccc(-c2nnc(NC(=O)c3ccc(OCC(C)C)c(OC)c3)o2)cc1
  111, -12, -13, 0.9, 108, 0.69, 13, 0.22, -5, 9
CN(C)CC(O)COc1ccc(C(C)(C)c2ccc(OCC(O)CN(C)C)cc2)cc1 (stereo unspecified)
  98, 2, 4, 1.1, 99, 0.77, -4, -0.022, 6, -10
CC1=CC(c2ccc(Cl)cc2)n2nc(N3C(=O)CCC3=O)nc2N1 (stereo unspecified)
  94, 2, -17, 1.1, 95, 1.2, 17, 0.4, 9, -6
CCN(C(=O)c1cccs1)c1nc(-c2ccc(OC)cc2)cs1
  117, -19, -3, 1, 76, 1.8, 3, 0.36, 32, -4
CCn1c(P(C)(=O)O)nc2cc(NC(=O)c3ccccc3Cl)ccc21
  106, -10, -4, 1.1, 106, 1.1, 4, 0.97, -3, -7
O=C(COc1ccccc1Cl)N1CCCC1
  95, 5, -14, 1.1, 93, 1.1, 14, x, 12, -5
CCOC(=O)c1cccc(NC(=O)Cn2c(CC(=O)NC)nc3ccccc32)c1
  100, 0, -4, 1, 101, 0.82, 4, 0.35, 6, -4
CCCCC(CC)CNC(=O)C(=O)C1C(=O)Nc2ccccc21 (stereo unspecified)
  96, 4, 9, 1, 115, 1.2, -9, -0.02, -17, -1
CC[n+]1c(S(=O)(=O)[O-])ccc2ccc(C)cc21
  97, 3, -15, 1.1, 108, 1.2, 15, -0.029, -5, -5
Nc1c(C(=O)NCc2ccccc2)sc2nc(N3CCOCC3)c3c(c12)CCCC3
  102, -4, 6, 1.1, 83, 0.65, -6, x, 27, -7
CC/C(=C1/C(=O)CC(C)(C)C(C(=O)OC)C1=O)N1CCCC1 (stereo unspecified)
  101, -3, -20, 1, 95, 1, 36, 0.91, 12, -1
O=C(N=Nc1c(O)[nH]c2ccccc12)c1ccco1
  155*, -58, -142, 0.2, 109, 2.9, 142*, 0.43, -11, 75*
CCOC(=O)COC(=O)c1ccc(Oc2cc(C)nc(SC)n2)cc1
  102, -3, -23, 1, 94, 1.3, 23, -0.85, 11, -3
CCC(=O)N1CCc2cc(S(=O)(=O)NC(Cc3ccccc3)C(=O)NC3CCCCC3)ccc21 (stereo unspecified)
  97, 3, 0, 1.1, 101, 1.3, 0, -0.1, 7, -9
CCOc1cccc(N(C(=O)Cc2cccs2)C(C(=O)NC2CCCCC2)c2cccn2C)c1 (stereo unspecified)
  101, 2, 8, 1.1, 103, 0.91, -8, -4.4*, 0, -8
O=S(=O)(NC1CCCCC1NS(=O)(=O)c1ccc(F)cc1)c1ccc(F)cc1 (stereo unspecified)
  104, -5, 6, 1, 105, 0.87, -6, x, -5, -3
CC(=NC(C)C)C1=C(O)C(C)OC1=O (stereo unspecified)
  97, 4, -9, 1.1, 97, 2.3, 9, 0.26, 1, -8
Cc1ccc(OCC(=O)NNC(=O)CSc2nnc(-c3ccc(C)cc3)n2C)cc1
  92, 9, 4, 0.9, 96, 1.2, -4, 0.11, 6, 7
CCNC(=O)Cc1ccc(Br)cc1
  101, 1, -2, 1, 100, 1.1, 2, -0.32, 2, -3
COC(=O)Nc1ccc2c(c1)N(C(=O)CCN1CCOCC1)c1ccccc1S2
  99, 1, 1, 1, 107, 1.1, -1, x, 2, 3
CCOC(=O)C(C(=O)OCC)N(C#N)c1nc(C)cc(C)n1
  105, -3, -1, 1, 101, 1.1, 1, x, 8, 4
COc1ccc(OC)c(NC(=O)c2ccc3nc(-c4ccccc4)c(-c4ccccc4)nc3c2)c1
  102, -3, 5, 1, 99, 0.69, -5, x, 4, -3
O=C(Cn1cnc([N+](=O)[O-])n1)NC1CC1
  103, -4, -3, 1.1, 99, 1.1, 3, 0.58, 13, -8
CN(C(=O)COc1cc(=O)n(C)c2ccccc12)c1ccc(Br)cc1
  104, -4, -9, 1, 113, 1.1, 9, x, -11, -4
CCN(CC(=O)Nc1ccc(NC(C)=O)cc1)c1ccc(C(F)(F)F)cn1
  101, -1, 8, 1.1, 106, 1.3, -8, x, -4, -10
CCCc1nc2ccccc2c(C(=O)OCC(=O)NCc2ccc3c(c2)OCO3)c1CC
  92, 9, -6, 1, 100, 0.83, 6, 0.056, 2, -4
CSCCC(NC(=O)c1ccc(C)o1)C(=O)O (stereo unspecified)
  92, 9, -11, 1.1, 96, 1.1, 11, 0.67, 9, -5
C/C=C(\C)CN1CCc2cc(OC)c(OC)cc2C1
  108, -8, 0, 1, 96, 0.93, -1, -0.059, 8, 1

A different layout for some results above:
Molecule | STAT1 activator | STAT1 blocker | APP transl inh | FLuc act counter | STAT3 act | NF-kB expr up | APP 5'UTR act | ROMK mod | STAT3 blocker | FLuc inhib CS
CCC(=O)N1CCc2cc(S(=O)(=O)NC(Cc3ccccc3)C(=O)NC3CCCCC3)ccc21 (stereo unspecified) | 97 | 3 | 0 | 1.1 | 101 | 1.3 | 0 | -0.1 | 7 | -9
CCOc1cccc(N(C(=O)Cc2cccs2)C(C(=O)NC2CCCCC2)c2cccn2C)c1 (stereo unspecified) | 101 | 2 | 8 | 1.1 | 103 | 0.91 | -8 | -4.4* | 0 | -8
O=S(=O)(NC1CCCCC1NS(=O)(=O)c1ccc(F)cc1)c1ccc(F)cc1 (stereo unspecified) | 104 | -5 | 6 | 1 | 105 | 0.87 | -6 | x | -5 | -3
CC(=NC(C)C)C1=C(O)C(C)OC1=O (stereo unspecified) | 97 | 4 | -9 | 1.1 | 97 | 2.3 | 9 | 0.26 | 1 | -8
Cc1ccc(OCC(=O)NNC(=O)CSc2nnc(-c3ccc(C)cc3)n2C)cc1 | 92 | 9 | 4 | 0.9 | 96 | 1.2 | -4 | 0.11 | 6 | 7

Further entries.
Results follow in this order: STAT1 activator, STAT1 blocker, APP transl inh, FLuc act counter, STAT3 act, NF-kB expr up, APP 5'UTR act, ROMK mod, STAT3 blocker, FLuc inhib CS
Cc1cc(C)n(C(=O)CNc2ccccc2Cl)n1
  100, 0, -21, 1, 86, 1.7, 21, x, 19, 4
CCOC(=O)C1(Cc2cccc(Cl)c2)CCCN(C(=O)c2ccc(C)nc2)C1 (stereo unspecified)
  106, -8, -8, 1.1, 105, 1.1, 8, 1.3, -2, -7
C(#Cc1ccccc1)Cn1nnc2ccccc21
  134*, -37, -42, 1, 93, 1.8, 42, x, 14, -1
COC(=O)C(CC(C)C)NC(=O)c1ccc([N+](=O)[O-])cc1 (stereo unspecified)
  101, -1, -35, 1, 111, 1.1, 35, x, -3, -3
CC1(C)CC(=O)C2=C(C1)N1C(=C(C#N)C2c2ccc(Cl)cc2)N=C(N)c2ccccc21 (stereo unspecified)
  105, -6, -1, 1.1, 129, 0.49, 1, -0.74, -34, -6
CC(C)(C)C1=NN(c2ccc([N+](=O)[O-])cc2)C(c2ccccc2)C1 (stereo unspecified)
  103, -3, -2, 1.1, 102, 0.9, 2, -0.13, 4, -9

In a second layout: results already given
Compound	STAT1 activator	STAT1 blocker	APP transl inh	FLuc act counter	STAT3 act	NF-kB expr up	APP 5'UTR act	ROMK mod	STAT3 blocker	FLuc inhib CS
Cc1cc(C)n(C(=O)CNc2ccccc2Cl)n1	100	0	-21	1	86	1.7	21	x	19	4
CCOC(=O)C1(Cc2cccc(Cl)c2)CCCN(C(=O)c2ccc(C)nc2)C1 (stereo unspecified)	106	-8	-8	1.1	105	1.1	8	1.3	-2	-7
C(#Cc1ccccc1)Cn1nnc2ccccc21	134*	-37	-42	1	93	1.8	42	x	14	-1
COC(=O)C(CC(C)C)NC(=O)c1ccc([N+](=O)[O-])cc1 (stereo unspecified)	101	-1	-35	1	111	1.1	35	x	-3	-3
CC1(C)CC(=O)C2=C(C1)N1C(=C(C#N)C2c2ccc(Cl)cc2)N=C(N)c2ccccc21 (stereo unspecified)	105	-6	-1	1.1	129	0.49	1	-0.74	-34	-6
